Screening data from PubChem BioAssay.
AHR act: AHR activators, primary screen, cell-based, luminescence, luciferase reporter, human. activation, % at 5 µM. Aryl hydrocarbon receptor (Homo sapiens), P35869. AID 2796, 2010. AHR-responsive luciferase reporter cells. 2.5% of 320,000 active; in the data active means activation above about 47%;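 further: 0% = vehicle wells and 100% = reference agonist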
EBNA-1 inhibitor: EBNA-1 DNA-binding inhibitors, primary screen, biochemical, fluorescence polarization. inhibition, % at 14.8 µM. 0.34% of 300,000 active. AID 1950, 2009; in the data active means inhibition above about 28%
procasp3 activ: activators of human procaspase-3 D3A mutant, primary screen, biochemical, absorbance, PC-3 D3A mutant, single concentration. recombinant procaspase-3 D3A, Ac-DEVD-pNA absorbance 405 nm. activation, % at 8.5 µM. 0.11% of 330,000 active;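 active means activation above the mean of all tested compounds plus 3 SD, cut at about 21% in these data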;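 further: 0% = DMSO alone and 100% = DMSO wells spiked with extra 5 µM PC-3 D3A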
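Compound: 8.5 µM single point, 0.8% DMSO / Material: Autoprocessing-dead procaspase-3 D3A mutant enzyme / Timing: 1 h preincubation plus 2 h reaction at 25 °C / Medium: Zinc-free HEPES/NaCl buffer with 0.01% Triton X-100 at pH 7.4 / Technique: 405 nm absorbance of p-nitroaniline, reads at 0 and 120 min / Repeats: one well per compound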
ZTA DNA inh: counter-screen for EBNA-1 inhibitors: inhibitors of Epstein-Barr virus ZTA. ZTA-DNA binding, fluorescence polarization. inhibition, % at 11 µM. 0.15% of 320,000 active. P03206. AID 2234; in the data active means inhibition above about 33%
RPL19A TOR yeast: RPL19A-GFP expression modulators in yeast, primary screen, cell-based, S. cerevisiae, multiplex flow cytometry, MLPCN; S. cerevisiae RPL19A-GFP strain, 3 h; stronger effect = lower value; percent response vs DMSO, % at 10 µM; 0.3% of 330,000 active; AID 2025, 2009;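 active means percent response vs DMSO below 50%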;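 further: median channel GFP fluorescence of the barcoded RPL19A-GFP strain; ratio of sample median GFP to plate DMSO average so 100% = DMSO; lower means less RPL19A-GFP as with rapamycin TOR inhibition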
procasp7 counter: procaspase-7 activators, primary screen, counter-screen for procaspase-3 activator project, biochemical, absorbance, HTS, human | Caspase-7 (Homo sapiens), P55210 | recombinant procaspase-7, Ac-DEVD-pNA absorbance 405 nm; D23A/D198A/D206A triple mutant, cannot self-cleave; scale: DMSO 0, 5 µM enzyme 100 | activation, % at 8.5 µM | 0.093% of 330,000 active | AID 463210, 2010;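 active means percent activation above the screen-wide mean plus 3 SD, cut at about 25% in these data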
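Replicates: singlicate. Assay system: Procaspase-7 triple mutant (PC-7 D3A). Signal: 405 nm absorbance of p-nitroaniline. Times: 1 h preincubation, 2 h reaction. Buffer or medium: Zinc-free HEPES pH 7.4 with 300 mM NaCl, 0.01% Triton X-100. Also added: DEVD-pNA substrate. Benchmarks: DMSO wells as 0%, DMSO with 5 µM added PC-7 as 100%.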
LAP4 TOR yeast: modulators of LAP4-GFP expression in yeast, primary screen, S. cerevisiae, multiplex flow cytometry, MLPCN library | 0.34% of 320,000 active | GFP response vs DMSO, % at 10 µM | 3 h; median GFP as percent of DMSO wells;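 active means GFP response vs DMSO above a set limit, about the screen mean plus 3 SD, cut at about 150% in these data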
MEP2 TOR yeast: modulators of MEP2-GFP levels in yeast, primary screen, S. cerevisiae, multiplex flow cytometry, MLPCN library; S. cerevisiae MEP2-GFP strain, 3 h; 100% = DMSO control level; GFP response vs DMSO, % at 10 µM; 0.51% of 330,000 active; AID 2016, 2009;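 active means GFP response versus DMSO above a set limit, roughly screen mean plus 3 SD, cut at about 180% in these data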;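 further: median GFP fluorescence of the barcode-gated MEP2-GFP cells per well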
* hit, by the source's call; / = not tested or not shown.

compound	AHR act	EBNA-1 inhibitor	procasp3 activ	ZTA DNA inh	RPL19A TOR yeast	procasp7 counter	LAP4 TOR yeast	MEP2 TOR yeast
Cc1ccc(N2C(=O)/C(=C\c3ccco3)SC2=S)cc1	7	4	-8	-14	104	-7	103	102
Cc1c([N+](=O)[O-])cc(C(=O)Nc2ccc(NC(=O)c3ccco3)cc2)cc1[N+](=O)[O-]	2	4	-1	5	100	0	95	102
O=C(COC(=O)CCC(=O)c1cccs1)NC1CC1	-2	1	1	7	103	3	95	105
COCCN(C(=O)CCC(=O)Nc1cc(C)on1)C(C(=O)NC(C)(C)C)c1cccc(OC)c1OC (stereo not given)	4	9	1	4	99	-7	100	104
CCn1ncc(Br)c1C(=O)Nc1ccc(F)cc1F	5	3	1	-1	91	3	84	95
Cc1ccc(C)c(S(=O)(=O)Nc2nc3ccc(S(N)(=O)=O)cc3s2)c1	1	12	-4	11	97	2	101	102
O=C1/C(=C\c2cc(Br)cc(Br)c2O)SC(=S)N1Cc1ccccc1	1	-10	-9	-9	103	-18	100	112
O=C(CSc1nncn1-c1ccccn1)Nc1ccccc1Cl	4	14	3	-9	100	-7	102	101
CCC(C)(C)NC(=O)CN(C(=O)C(=O)Nc1ccc2c(c1)OCCO2)C(C)(C)CC	15	-12	0	2	100	-1	92	104
O=C(O)C1C2CCC(O2)C1C(=O)Nc1ccccc1Br (stereo not given)	0	-3	10	-3	98	4	91	94
O=c1[nH]c(C2CCN(S(=O)(=O)Cc3ccccc3)CC2)nc2c1nnn2Cc1ccccc1Cl	-1	-10	4	2	108	-13	89	103
O=C(CNC(=O)N1CC(=O)Nc2ccccc21)Nc1nccs1	18	-9	6	-3	103	1	102	105
O=C1C2C3C=CC(C3)C2C(=O)N1c1n[nH]c(-c2cccnc2)n1 (stereo not given)	-1	-1	-8	-4	98	3	99	100
COc1ccc(C2C(C(=O)c3sc(C)nc3C)=C(O)C(=O)N2CCCn2ccnc2)cc1 (stereo not given)	8	-3	0	10	103	-18	110	106
CCN(Cc1ccc(OC)c(F)c1)C(=O)CCl	0	-1	-2	7	98	8	112	95
Nc1ncnc2nc(SCCOc3ccc(Cl)cc3)[nH]c12	17	2	8	2	101	4	99	107
COc1ccc(NC(=O)C(=O)NCCC2=CCCCC2)c(OC)c1	8	13	13	8	103	-4	92	100
CN(C)c1ccc(/C=N\Nc2nc(-c3ccccc3)cc(=O)[nH]2)cc1	26	1	0	-12	106	-3	114	148
C=CCn1c(SCC(=O)Nc2cc(OC)c(NC(=O)c3ccco3)cc2OC)nnc1-c1ccncc1	0	-11	-5	-3	98	-4	106	104
CCN(Cc1ccccc1)S(=O)(=O)c1c(N)n(C)c(=O)n(C)c1=O	0	2	5	-17	99	8	102	100
CCOC(=O)c1ccc(Cn2c(-c3ccccc3)nnc2-c2ccccc2)o1	8	-19	-11	-6	105	0	115	112
COc1ccc(-c2cc(=O)oc3c(C)c(OCC(=O)NCCCn4ccnc4)ccc23)cc1	0	-12	6	0	100	-4	105	107
COC(=O)c1ccccc1CCC(C)=O	0	4	-2	-21	99	6	102	101
COc1ccc(C)cc1NC(=O)CSc1nnc(-c2ccco2)n1N	7	5	1	11	104	3	99	105
COc1ccc(N(CC(=O)NCCc2ccc(OC)c(OC)c2)S(=O)(=O)c2c(C)noc2C)cc1	1	3	-3	10	102	6	102	104
COc1ccc(-c2ccc(SCC(=O)NC3CCCCC3)nn2)cc1OC	13	-14	7	-14	111	-2	103	124
CCCCOc1ccc(/C(O)=C2/C(=O)C(=O)N(CCCOC)C2c2ccncc2)cc1C (stereo not given)	5	4	0	-4	97	-22	97	101
CC(C)c1nnc(NC(=O)Cn2nc(-c3ccc4c(c3)OCCO4)ccc2=O)s1	-1	-3	5	-6	90	-3	90	92
Cc1cc(OC(=O)c2ccc(OC(C)C)cc2)c([N+](=O)[O-])c(=O)[nH]1	2	0	-5	0	102	3	103	105
CCc1ncc(C)nc1CC	-2	0	1	6	98	5	106	102

Of the compounds above, these have fluorine:
compound	AHR act	EBNA-1 inhibitor	procasp3 activ	ZTA DNA inh	RPL19A TOR yeast	procasp7 counter	LAP4 TOR yeast	MEP2 TOR yeast
CCn1ncc(Br)c1C(=O)Nc1ccc(F)cc1F	5	3	1	-1	91	3	84	95
CCN(Cc1ccc(OC)c(F)c1)C(=O)CCl	0	-1	-2	7	98	8	112	95

Next section
compound	AHR act	EBNA-1 inhibitor	procasp3 activ	ZTA DNA inh	RPL19A TOR yeast	procasp7 counter	LAP4 TOR yeast	MEP2 TOR yeast
COc1ccc(OC)c(/C=C/C(=O)OCC(=O)NC2CCCCCCC2)c1	3	/	2	9	100	5	111	105
O=C1CN2C(=N1)N(Cc1ccccc1)c1ccccc12	0	-8	-3	2	97	14	103	100
CCC(NC(=O)CCCc1ccccc1)c1ccccc1 (stereo not given)	4	-1	1	-4	100	6	89	92
CC1CCCCC12NC(=O)N(CC(=O)OCc1ccccc1F)C2=O (stereo not given)	0	/	13	/	100	20	99	104
CCN(CC(=O)Nc1ccc(NC(C)=O)cc1)C(=O)c1ccc(N2CCC(C)CC2)c([N+](=O)[O-])c1	1	/	9	-15	102	0	107	100
COc1ccc(-c2oc3cc(O)c(OC)c(O)c3c(=O)c2OC)cc1	15	-6	1	20	97	-2	112	102
Cc1nn2c(=O)cc(CSCC(=O)Nc3ccccc3Cl)nc2s1	-3	0	2	-7	101	7	97	105
O=c1cc(CN2CCN(S(=O)(=O)c3ccc4ccccc4c3)CC2)nc2sccn12	0	6	-2	-4	101	8	100	99
CC(=O)Nc1ccc(S(=O)(=O)NCC(=O)OCC(=O)NC(=O)C2CCCCC2)cc1	4	-20	2	0	107	4	110	105
CN1CCN(S(=O)C23CC4CC(CC(C4)C2)C3)CC1 (stereo not given)	-2	7	-3	-1	101	-12	105	106
COc1ccc(-c2ccc(NS(=O)(=O)c3cc([N+](=O)[O-])c(C)c([N+](=O)[O-])c3)cc2)nn1	3	1	0	3	94	5	101	98
O=c1oc2ccccc2c(N2CCCCC2)c1CN1CCCC1	0	2	4	8	90	4	87	96
O=[N+]([O-])c1ccc(Cl)c(C[n+]2cccc3ccccc32)c1	2	-8	-4	9	101	-8	92	107
Cc1ccc(C(=O)Nc2cccc(C(F)(F)F)c2)cc1NC(=O)c1ccno1	9	12	1	-7	99	1	128	92
O=S(=O)(Nc1ccc(N2CCOCC2)cc1)c1ccccc1	1	-2	5	13	101	10	103	102
CCOC(=O)Nc1ccc2c(CN3C(=O)NC(CC)(CC)C3=O)cc(=O)oc2c1	2	5	-3	2	95	1	89	98
O=C(Nc1ccc(OC(F)(F)F)cc1)C1CCCN(S(=O)(=O)c2cccnc2)C1 (stereo not given)	10	4	4	9	103	-10	94	98
O=C(C1COc2ccccc2O1)N1CCN(c2ccccc2Cl)CC1 (stereo not given)	-4	-8	-12	-9	90	5	98	97
O=C(CCNS(=O)(=O)c1ccc(Cl)cc1)OCC(=O)N1CCN(C(=O)c2ccco2)CC1	-2	-14	-10	-13	94	0	104	101
Cc1cccc(N(C(=O)Cn2nnc(-c3ccc(F)cc3)n2)C(C(=O)NC(C)(C)C)c2ccncc2)c1 (stereo not given)	1	8	-3	17	102	6	95	103
Cc1cccc2cc3c(NC(=O)C(C)C)nn(C)c3nc12	72*	-10	1	-5	99	11	105	99
COc1ccc(/C=N/N2CCOCC2)cc1Cn1nc(C)c([N+](=O)[O-])c1C	4	-3	-2	4	93	8	117	98
Cc1ccc(S(=O)(=O)CCC(=O)OCc2nnc(-c3ccccc3)o2)cc1	-2	/	8	/	100	12	94	99
COc1ccc(C/C(C)=N/NS(=O)(=O)c2ccc(Br)cc2)cc1	4	15	-10	15	100	-2	114	102
CCc1nnc(NC(=O)c2ncc(Cl)c(Cl)c2Cl)s1	20	6	-8	10	92	2	73	91
COc1ccc(CN(Cc2ccco2)S(=O)(=O)c2ccc(S(=O)(=O)N3CCCC3)cc2)cc1	1	-2	0	4	107	13	117	109
O=C(COC(=O)c1ccc(=O)[nH]c1)Nc1cccc(S(=O)(=O)N2CCOCC2)c1	1	1	4	0	106	1	95	103
COc1ccc(-c2cc3nc(C)n(N)c(=O)c3s2)cc1	-8	3	3	-14	94	-2	139	94
Cc1[nH]c(C)c(S(=O)(=O)N(C)Cc2ccccc2)c1C(=O)N1CCCCC1	0	14	-2	5	99	4	107	104
COc1ccc(CNC(=O)Cn2cc([N+](=O)[O-])nc2C)cc1	-4	3	-4	2	99	0	98	103

An excerpt from above in order of their number in procasp3 activ, low to high:
compound | AHR act | EBNA-1 inhibitor | procasp3 activ | RPL19A TOR yeast | LAP4 TOR yeast | MEP2 TOR yeast
O=C1CN2C(=N1)N(Cc1ccccc1)c1ccccc12 | 0 | -8 | -3 | 97 | 103 | 100
COc1ccc(CN(Cc2ccco2)S(=O)(=O)c2ccc(S(=O)(=O)N3CCCC3)cc2)cc1 | 1 | -2 | 0 | 107 | 117 | 109
O=c1oc2ccccc2c(N2CCCCC2)c1CN1CCCC1 | 0 | 2 | 4 | 90 | 87 | 96

(continued)
compound	AHR act	EBNA-1 inhibitor	procasp3 activ	ZTA DNA inh	RPL19A TOR yeast	procasp7 counter	LAP4 TOR yeast	MEP2 TOR yeast
Cc1ccc(NC(=O)c2ccc([N+](=O)[O-])o2)cc1S(=O)(=O)N1CCOCC1	1	-11	4	-15	92	-7	101	96
CCOc1cc(NC(=S)Nc2ccc(Cl)cc2)c(OCC)cc1NC(C)=O	25	10	-22	8	101	-22	105	100
O=S(=O)(NCCNS(=O)(=O)c1c(F)cccc1F)c1ccc2c(c1)OCCO2	-1	/	14	/	97	-3	107	96
O=C(COC(=O)c1cc(Cl)ccc1O)Nc1cc(C(F)(F)F)ccc1N1CCOCC1	-1	/	6	/	101	-8	91	106
Cc1cccc(NC(=O)Cc2coc3ccc4ccccc4c23)n1	14	-1	-1	-5	98	5	117	109
O=C(O)c1ccccc1C(=O)NCc1c(Cl)cccc1Sc1ccc(Cl)cc1	9	-3	7	-3	100	3	94	101
COCCOC(=O)c1c(C)nc(SCC(=O)Nc2ccc(OC)cc2)c(C#N)c1-c1ccco1	1	12	-6	6	96	15	104	97
Cn1cccc1-c1cc(C(=O)N/N=C/C=C/c2ccccc2)[nH]n1	-1	-17	2	10	100	-6	96	102
O=C(NCc1ccco1)C1CCCN1S(=O)(=O)c1ccc2ccccc2c1 (stereo not given)	1	7	-3	-3	94	0	92	96
NC(=O)C1CCN(CCC(=O)Nc2ccc(Br)cc2)CC1	0	5	14	-15	99	8	109	103
Oc1ccc2ccccc2c1/C=N/Nc1nnc(-c2ncc[nH]2)c2ccccc12	24	12	2	3	92	4	277*	194*
COc1ccc(Nc2cnn(-c3nc4ccccc4s3)c(=O)c2Cl)cc1	16	21	-1	14	92	5	103	181*
COc1ccc(OC)c(C(=O)c2coc3ccc(O)c(CN(C)C)c23)c1	0	4	6	-9	103	0	89	100
CCOc1ccccc1NC(=O)C(=O)CC(=O)c1cccc(OC)c1	0	8	-5	17	102	4	103	115
CC(C)(C)c1ccc(OCCCCCCN2CCNCC2)cc1	-1	2	7	19	92	-2	120	99
